# UHRF1 binding = blocks human UHRF1 binding to methylated DNA. UHRF1 binding to methylated oligo, TR-FRET. 370,000 tested, 0.75% active. Q96T88. inhibition, % at 4.4 µM; in the data active = inhibition above about 21%;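 also: UHRF1 SRA domain binding a hemimethylated CpG hairpin DNA probe; 0% = median of test compound wells and 100% = reference inhibitor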
# TCR CD3 inh = blocks the human TCR-CD3 interaction; inhibition, % at 9.4 µM; AID 651800; 360,000 tested, 0.37% active; TAMRA-labeled TCR probe fluorescence, biochemical; in the data active = inhibition above about 19%;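 also: recombinant mutant TCR 2C K166C tagged with TAMRA read by polarization; 0% = receptor in buffer alone and 100% = receptor with positive control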
# PRMT1 inh = blocks human protein arginine methyltransferase 1. recombinant PRMT1, activity-based probe fluorescence polarization. 370,000 tested, 1.3% active. Q99873. inhibition, % at 2.79 µM;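 active = inhibition above about 21% made by adding two undisclosed values, limit read from the data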
# Target sequence (Q99873 whole entry, looked up): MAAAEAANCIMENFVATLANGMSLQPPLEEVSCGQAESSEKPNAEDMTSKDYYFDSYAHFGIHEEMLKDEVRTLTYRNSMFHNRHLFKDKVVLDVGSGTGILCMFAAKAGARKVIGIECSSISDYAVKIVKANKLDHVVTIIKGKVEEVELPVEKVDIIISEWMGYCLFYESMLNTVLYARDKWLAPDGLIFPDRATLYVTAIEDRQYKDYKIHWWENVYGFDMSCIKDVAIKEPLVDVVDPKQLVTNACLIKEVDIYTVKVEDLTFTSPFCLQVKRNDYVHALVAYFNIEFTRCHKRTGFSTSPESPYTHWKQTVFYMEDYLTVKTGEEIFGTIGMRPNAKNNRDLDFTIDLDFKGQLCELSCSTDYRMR
# HTRA1 inh = HTRA1 (human) protease inhibition; inhibition, % at 5.96 µM; Q92743; 340,000 tested, 0.5% active; recombinant HTRA1, FP-rhodamine activity-based probe, fluorescence polarization; in the data active = inhibition above about 36%;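 also: 0% = enzyme with DMSO and 100% = wells lacking enzyme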
# NR1D1 modulator = Rev-erb alpha (human) modulation | Rev-erbα–FITC-DNA binding, fluorescence polarization, 90 min | activity, % at 10 µM | 370,000 tested, 0.79% active;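 active = activity above about 14%, limit read from the data; passing the limit was not always enough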;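 also: 0% = DMSO wells with 35 nM protein and 100% = DMSO wells with 750 nM protein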
# LEDGF integ inh = blocks HIV-1 LEDGF/p75-dependent DNA integration. TR-FRET IN-LEDGF/p75 DNA integration, Eu/Cy5. inhibition, % at 3.7 µM. 370,000 tested, 0.64% active;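 active = inhibition above the screen-wide mean plus 3 SD, cut at about 13% in these data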;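 also: signal is the Cy5 over europium emission ratio at 671 and 618 nm; 0% = plate median of compound wells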
# rCAG RNA binder = binds r(CAG) RNA repeats. inhibition, % at 3 µM. 370,000 tested, 1.3% active. r(CAG) RNA repeat, TO-PRO-1 dye displacement fluorescence. AID 651821;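 active = inhibition above the plate cutoff, the mean of all test compounds on that plate plus 3 SD, cut at about 35% in these data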;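 also: 0% = DMSO alone and 100% = 100 µM mitoxantrone as full dye displacement; higher means more dye released from RNA so lower well fluorescence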
# MBD2 inh = MBD2-methylated oligo binding inhibition; TR-FRET, MBD2 binding to methylated oligonucleotide; 370,000 tested, 0.31% active; AID 686964; Q9UBB5; inhibition, % at 4.4 µM; in the data active = inhibition above about 13%
# mABHD4 FP = inhibits mouse alpha/beta hydrolase domain 4; 370,000 tested, 0.54% active; Q8VD66; purified mABHD4, FP-Rh probe fluorescence polarization; inhibition, % at 8.92 µM; AID 720543;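 active = inhibition exceeding the mean over every tested compound plus 3 SD, cut at about 30% in these data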;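 also: 0% = plate median of compound wells and 100% = S159A mutant with DMSO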
# Target sequence (Q8VD66 whole entry, looked up, the tested form may be a part): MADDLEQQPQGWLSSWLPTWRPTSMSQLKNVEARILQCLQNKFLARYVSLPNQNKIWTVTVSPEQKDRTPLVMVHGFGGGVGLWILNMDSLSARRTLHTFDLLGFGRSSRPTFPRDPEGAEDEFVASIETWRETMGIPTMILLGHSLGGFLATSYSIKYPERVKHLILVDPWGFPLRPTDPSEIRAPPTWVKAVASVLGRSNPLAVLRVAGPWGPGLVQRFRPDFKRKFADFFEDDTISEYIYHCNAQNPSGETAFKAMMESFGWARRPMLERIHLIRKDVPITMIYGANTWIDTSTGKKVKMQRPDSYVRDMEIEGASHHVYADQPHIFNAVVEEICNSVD
#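 Assay system: Wild-type mouse ABHD4 protein | Medium: HEPES pH 7.0 buffer, 150 mM NaCl, 0.01% Pluronic F-127 | Incubation: Enzyme–compound pre-incubation 45 min, then probe 60 min, both 25 °C | Technique: Fluorescence polarization with parallel and perpendicular emission, 525/598 nm | Evaluation: % inhibition of FP-Rh probe binding versus controls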
# PG9 binder = binds the HIV-1 gp120 antibody PG9; AID 624416; inhibition, % at 6.7 µM; 360,000 tested, 0.43% active; TR-FRET gp120-PG9 antibody binding; in the data active = inhibition above about 8.5%
# * marks the source's active call; other numbers are inactive results; . = not tested or not shown; & = joins results of further samples. This is a subset; rates above refer to the full screens.
1. COc1ccccc1/C=C/C(=O)OCC(=O)Nc1cc(C(F)(F)F)ccc1N1CCOCC1
2. CCCN(CC(=O)Nc1ccccc1C)C(=O)c1ccc(OCC(=O)N2CCOCC2)c(OCC)c1
3. CC1(C)CCC(C)(C)NC(=S)N1
4. O=C(Nc1ccc(F)cc1F)C1CCCN1S(=O)(=O)c1ccc(-c2ccc(=O)[nH]n2)s1 (stereo unspecified)
5. COc1ccccc1C(=O)NNC(=O)c1ccc2ccccc2c1
6. Cc1ccccc1C(=O)NNC(=O)c1cc(S(=O)(=O)N2CCOCC2)ccc1C
assay / entry	1	2	3	4	5	6
PG9 binder	-0.7	2.2	1.8&-1.6	-1.4	0.8	1.4
MBD2 inh	-2	9	-6&0	-3	1	-3
rCAG RNA binder	6	-1	-1&1	13	-1	4
UHRF1 binding	4	1	0&1	3	-3	1
TCR CD3 inh	2	1	-8&0	-2	-1	1
PRMT1 inh	-2	4	1&-1	3	-2	2
mABHD4 FP	-1	6	4&1	-5	-3	0
LEDGF integ inh	4	0	0&-3	12	-4	-1
NR1D1 modulator	-2	0	-3&1	-1	-2	-8
HTRA1 inh	-4	8	1&3	-10	5	-2

7. COc1ccc(CCn2c(-c3ccco3)nc3nc4ccccc4nc32)cc1
8. Cc1cc(C)cc(NS(=O)(=O)CCCS(=O)(=O)Nc2cc(C)cc(C)c2)c1
9. O=C1C=C(OCCF)CC(c2ccc(Br)cc2)O1 (stereo unspecified)
10. NC(=O)c1c(N)sc2c1CCCC2
11. CCCN(CCC)CCNC(=O)Cn1cc2c(n1)-c1c(oc(C(=O)N3CCCC3)c1C)CC2
12. Cc1ccc(-n2cccc2/C=C2/NC(=O)N(CC(=O)Nc3cccc(C)c3)C2=O)cc1
assay / entry	7	8	9	10	11	12
PG9 binder	-1.9	1.6	-0.3	1.3	-1.1	-1.1
MBD2 inh	-4	3	-6	5	4	6
rCAG RNA binder	12	5	3	19	3	8
UHRF1 binding	-5	-2	1	-2	-3	0
TCR CD3 inh	1	-4	2	-2	3	-1
PRMT1 inh	-1	3	-2	41*	0	5
mABHD4 FP	-15	-24	-7	15	5	-9
LEDGF integ inh	2	-1	1	4	1	2
NR1D1 modulator	-4	1	-5	2	9	-3
HTRA1 inh	-16	-46	.	6	8	-6

13. Cc1cccc(N(C(=O)c2ccc(CN3CCOCC3)o2)C(C(=O)NC2CCCCC2)c2ccc(F)cc2)c1 (stereo unspecified)
14. O=c1[nH]cc(I)cc1I
15. CCOc1ccc(NC(=O)c2cc(-c3ccc(Cl)cc3)nc3ccccc23)cc1
16. CCOc1ccc(Nc2nc(C)cc(C)c2C#N)cc1
17. O=[N+]([O-])c1ccc(OCCN2CCCCCC2)cc1
18. COc1ccc(-c2cc(NC=O)c3ncc(-c4ccc(OC)c(OC)c4)n3c2)c(OC)c1
assay / entry	13	14	15	16	17	18
PG9 binder	1.5	1.1	.	1.5	-2.6	-0.7
MBD2 inh	5	5	0	10	2	-8
rCAG RNA binder	1	-3	5	-3	0	13
UHRF1 binding	1	-1	1	5	-1	-3
TCR CD3 inh	3	-4	.	3	1	-25
PRMT1 inh	1	4	-4	5	-1	6
mABHD4 FP	3	10	6	-5	8	-1
LEDGF integ inh	-2	-4	-1	-4	0	-2
NR1D1 modulator	1	7	6	11	-3	1
HTRA1 inh	2	6	.	0	5	.

# 6 entries picked at random from the list so far, as already listed:
14. O=c1[nH]cc(I)cc1I
16. CCOc1ccc(Nc2nc(C)cc(C)c2C#N)cc1
18. COc1ccc(-c2cc(NC=O)c3ncc(-c4ccc(OC)c(OC)c4)n3c2)c(OC)c1
13. Cc1cccc(N(C(=O)c2ccc(CN3CCOCC3)o2)C(C(=O)NC2CCCCC2)c2ccc(F)cc2)c1 (stereo unspecified)
17. O=[N+]([O-])c1ccc(OCCN2CCCCCC2)cc1
15. CCOc1ccc(NC(=O)c2cc(-c3ccc(Cl)cc3)nc3ccccc23)cc1
assay / entry	14	16	18	13	17	15
PG9 binder	1.1	1.5	-0.7	1.5	-2.6	.
MBD2 inh	5	10	-8	5	2	0
rCAG RNA binder	-3	-3	13	1	0	5
UHRF1 binding	-1	5	-3	1	-1	1
TCR CD3 inh	-4	3	-25	3	1	.
PRMT1 inh	4	5	6	1	-1	-4
mABHD4 FP	10	-5	-1	3	8	6
LEDGF integ inh	-4	-4	-2	-2	0	-1
NR1D1 modulator	7	11	1	1	-3	6
HTRA1 inh	6	0	.	2	5	.

# Next compounds
19. COc1ccc(C(=O)N=C2SC3CS(=O)(=O)CC3N2Cc2ccc(OC)c(OC)c2)cc1 (stereo unspecified)
20. COc1ccc(N(CC(=O)Nc2ccc3c(c2)OCO3)S(=O)(=O)c2ccccc2)c(OC)c1
21. O=C(Cn1cnc2c(NCc3ccccc3)ncnc21)NCCCN1CCCC1=O
22. O=C(C1CCCO1)N1CCN(C(=S)Nc2ccccc2C(F)(F)F)CC1 (stereo unspecified)
23. CC1(C)Cc2c(cnn2-c2ccccc2)C(=O)/C1=N\NC(=O)c1ccccc1N
24. N/N=c1\sc2ccccc2n1-c1ccccc1
assay / entry	19	20	21	22	23	24
PG9 binder	-0.6	-1.2	0.8	-0.3	-1.4	-0.8
MBD2 inh	-1	-1	3	3	1	7
rCAG RNA binder	1	6	0	1	-2	-2
UHRF1 binding	2	3	18	-1	3	20
TCR CD3 inh	-8	0	-6	4	-7	3
PRMT1 inh	1	0	3	-3	-4	2
mABHD4 FP	3	-4	6	1	5	-10
LEDGF integ inh	1	-1	-5	1	-3	1
NR1D1 modulator	10	0	1	0	-6	4
HTRA1 inh	5	-24	4	-2	1	0

25. C[C@@H](CO)N(CCc1cn(Cc2ccccc2)nn1)S(=O)(=O)c1ccccc1Br
26. COc1ccccc1N(C)C(=O)c1cc(S(=O)(=O)N2CCc3ccccc32)cn1C
27. Cc1cccc(S(=O)(=O)N(C)C[C@H]2OCc3cnnn3CCCC(=O)N([C@H](C)CO)C[C@@H]2C)c1
28. Cc1nnc(NC(=O)CSc2nccn2-c2ccc(F)cc2)s1
29. COC(c1ccccc1)c1nnc(CCC(=O)N2CCN(Cc3cccs3)CC2)o1 (stereo unspecified)
30. CCc1ccc(S(=O)(=O)NCc2ccc(C(=O)NCCN(Cc3ccccc3)C(C)C)cc2)cc1
assay / entry	25	26	27	28	29	30
PG9 binder	.	-1.1	0.2	-1.1	-2.0	-0.6
MBD2 inh	0	0	0	-2	1	3
rCAG RNA binder	1	0	1	-5	-7	2
UHRF1 binding	0	-2	-1	0	1	1
TCR CD3 inh	.	9	1	0	5	-9
PRMT1 inh	1	-2	0	-3	-3	-4
mABHD4 FP	5	0	-3	5	4	-4
LEDGF integ inh	-2	-5	-1	2	1	4
NR1D1 modulator	-5	6	4	-4	-7	5
HTRA1 inh	.	-3	9	4	8	.

31. O=S(=O)(Cc1ccccc1)Nn1cnnc1
32. CC1CC1c1ccc(/C=C(\C#N)C(=O)Nc2ccc(Cl)cc2Cl)o1 (stereo unspecified)
33. COc1ccc(-c2ncncc2-c2ccc(OC)c(OC)c2)c(O)c1
34. CC(C)COP(=O)(c1ccc(N(C)C)cc1)C(Nc1ccccc1)c1ccccc1 (stereo unspecified)
35. Cc1ccc(CN2C(=O)C(CC(C)C)Nc3ncnc(N4CCN(c5ccccn5)CC4)c32)cc1 (stereo unspecified)
36. Cc1ccc2nc3c(cc(C(=O)NCC4CCCO4)c(=N)n3C3CCCC3)c(=O)n2c1 (stereo unspecified)
assay / entry	31	32	33	34	35	36
PG9 binder	-2.3	-0.5	-2.7	3.3	-0.2	0.5
MBD2 inh	4	-3	0	3	-7	-2
rCAG RNA binder	-4	2	1	-7	-4	-2
UHRF1 binding	1	-4	2	2	-5	-1
TCR CD3 inh	4	7	8	-4	6	2
PRMT1 inh	0	-1	-5	2	-3	-1
mABHD4 FP	-4	-1	4	9	-15	2
LEDGF integ inh	-3	1	-3	-1	91*	0
NR1D1 modulator	0	-1	-7	1	-1	-1
HTRA1 inh	5	-10	-1	-2	-37	-3

37. Cc1cc(Cl)ccc1-c1cc2nc(NCCCN(C)C)n(C)c(=O)c2s1
38. O=S1(=O)N[C@H](c2ccccc2)C[C@H](c2ccc(C(F)(F)F)cc2)O1
39. O=[N+]([O-])c1ccc(N/N=C\c2ccccc2OCc2ccccc2)cc1
40. COc1oc(-c2ccc(Cl)cc2)nc1C(F)(F)F
41. Cc1ccc(Nc2nc(CSc3nnnn3-c3ccccc3)cs2)cc1
42. CSc1ccc(S(=O)(=O)NC2CC2)cc1
assay / entry	37	38	39	40	41	42
PG9 binder	-1.6	-0.3	-2.0	0.4	0.6	1.7
MBD2 inh	6	1	-2	-1	3	-10
rCAG RNA binder	5	9	13	1	2	1
UHRF1 binding	0	12	4	-1	-1	-3
TCR CD3 inh	1	0	4	-2	-5	3
PRMT1 inh	3	0	1	-2	3	-5
mABHD4 FP	-3	5	2	4	-2	-4
LEDGF integ inh	3	-2	-1	0	0	1
NR1D1 modulator	-4	0	3	-8	-6	-2
HTRA1 inh	.	-10	-6	8	-16	4

43. COc1ccc(S(=O)(=O)N(C)C)cc1NC(=O)CN1C(=O)NC2(CCCC2)C1=O
44. CCc1ccc(OCc2n[nH]c(=S)n2Cc2ccccc2)cc1
45. O=C(O)C1CCN(C(=O)c2cccc3ccccc23)CC1
46. Cn1c(NC(=O)c2ccccc2Br)cc(=O)n(C)c1=O
47. CC1=NN(C(=O)COc2ccc(C)c(C)c2)C(O)(c2ccccc2)C1 (stereo unspecified)
48. COc1cccc(-c2cc(C(=O)N3CCN(S(=O)(=O)c4ccc(Br)cc4)CC3)[nH]n2)c1
assay / entry	43	44	45	46	47	48
PG9 binder	-0.3	-1.1	-0.3	0.4	-0.5	3.0
MBD2 inh	2	-5	-5	-9	1	-1
rCAG RNA binder	7	12	-1	0	0	0
UHRF1 binding	2	2	30*	0	-1	2
TCR CD3 inh	1	8	-4	2	5	4
PRMT1 inh	-4	8	0	-3	1	-1
mABHD4 FP	4	-13	2	3	6	9
LEDGF integ inh	-2	4	-1	3	0	-3
NR1D1 modulator	1	-6	8	4	1	-4
HTRA1 inh	4	-5	19	-2	5	-3

49. C=CCOc1ccc(-c2nc3c(c(=O)[nH]c(=O)n3CCC)n2CCCC)cc1
50. C#CCOCCOCCOCCNc1nc(N2CCN(C(=O)Cn3cc(CCO)nn3)CC2)nc(N2CCN(C(=O)Cn3cc(CCCN=C(N)N)nn3)CC2)n1
51. CCOC(=O)c1c(C)c[nH]c1C
52. Cc1ccc(CNS(=O)(=O)NCc2ccccc2F)cc1
assay / entry	49	50	51	52
PG9 binder	0.9	1.1	-1.6	-0.7
MBD2 inh	1	-1	-6	-4
rCAG RNA binder	3	-2	-5	-6
UHRF1 binding	2	1	-3	-3
TCR CD3 inh	0	3	10	4
PRMT1 inh	-4	-1	-1	-2
mABHD4 FP	-7	4	3	-2
LEDGF integ inh	-2	-3	2	1
NR1D1 modulator	0	-3	-2	-7
HTRA1 inh	-3	-3	.	-6

# Assay outcomes from PubChem.
